# APJ antag: blocks the human apelin receptor APJ; P35414; CHO-K1 APJ beta-arrestin complementation, luminescence; inhibition, % at 20 µM; 0.32% of 330,000 active;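 active means inhibition above about 40% at 20 µM, limit read from the data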;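 further: cells challenged with 10 nM apelin-13 agonist together with compound; plate controls were apelin-13 plus DMSO wells for no effect and DMSO wells lacking apelin-13 for full effect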
# Target sequence (P35414 whole entry, looked up): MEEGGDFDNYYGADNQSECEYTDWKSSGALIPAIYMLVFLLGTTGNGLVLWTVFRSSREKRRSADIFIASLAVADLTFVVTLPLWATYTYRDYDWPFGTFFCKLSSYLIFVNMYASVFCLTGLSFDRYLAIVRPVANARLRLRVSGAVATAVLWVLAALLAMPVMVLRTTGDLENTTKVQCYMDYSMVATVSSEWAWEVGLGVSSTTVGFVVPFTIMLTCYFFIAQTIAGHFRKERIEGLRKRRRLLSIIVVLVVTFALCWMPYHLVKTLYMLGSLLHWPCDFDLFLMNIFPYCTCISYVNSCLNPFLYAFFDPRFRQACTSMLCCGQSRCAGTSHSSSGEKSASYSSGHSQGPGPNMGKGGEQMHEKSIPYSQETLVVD
# CHOP UPR activ: activators of apoptotic arm of unfolded protein response (CHOP); CHO-CHOP luciferase reporter, UPR activation, luminescence; percent of tunicamycin response over DMSO baseline; activation, % at 10 µM; 0.34% of 330,000 active; AID 449763;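 active means at 10 µM dose, activation of 40% or more, normalized to positive control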;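 further: 100% = tunicamycin at 10 µg/mL and 0% = DMSO alone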
#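 measured by = luciferase luminescence | assay system = CHO-CHOP cells, stable luciferase reporter of PERK-eIF2a-CHOP signalling | amount = 500 reporter cells seeded per well | timing = 6 h compound exposure at 37 °C after overnight seeding | controls = positive tunicamycin 10 µg/mL, negative DMSO alone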
# Jurkat NFkB inh: inhibitors of the PMA/ionomycin-induced NF-kB reporter in Jurkat cells. PMA/ionomycin-induced NF-kB luciferase reporter, luminescence. inhibition, % at 4 µM. 0.53% of 330,000 active; in the data active means inhibition above about 50%
# tim23-1 inh: tim23-1 yeast growth inhibition | inhibition, % at 20 µM | S. cerevisiae tim23-1 growth, BacTiter-Glo luminescence, 24 h | 1.3% of 330,000 active;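 active means growth inhibition of the mutant yeast at or above 50%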;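 further: temperature-sensitive mutant grown at 25 °C; plate controls were DMSO-treated mutant yeast for no effect and medium wells lacking yeast for full effect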
# 697 NFkB inh: lowers PMA/ionomycin-induced NF-kB signal in 697 B cells. 0.33% of 330,000 active. 697 B-cell NF-kB luciferase reporter, 16 h. inhibition, % at 4 µM; in the data active means inhibition above about 35%
# Mdm2 MdmX PPI: disrupts the human Mdm2-MdmX interaction; inhibition, % at 8 µM; SaOS-2 split-luciferase Mdm2/MdmX complementation, luminescence; 3% of 330,000 active;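 active means inhibition of at least 50% at 8 µM in the primary screen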
# APJ ag: activates the human apelin receptor APJ; P35414; CHO-K1 APJ PathHunter beta-arrestin, luminescence; 0% DMSO wells, 100% apelin; activation, % at 20 µM; 0.11% of 330,000 active; AID 2520;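 active means activation more than six SD over the plate average, tested at 20 µM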;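 further: 0% = DMSO alone and 100% = apelin-13 at 10 nM; some results filed as inactive read as strong as hits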
#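 Test system – PathHunter CHO-K1 APJ (AGTRL-1) beta-arrestin reporter cells · Input – 1000 cells/well · Compound – single test compound dose, 20 µM final, 1% DMSO · Times – compound stimulation 90 min at 25 °C, detection 60 min · Technique – beta-gal luminescence · Read-out basis – APJ–arrestin association signal · Control set – negative DMSO alone, positive Apelin-13 at 10 nM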
# XBP1 UPR activ: adaptive UPR (XBP1) activation | CHO-XBP1 luciferase reporter, IRE1-XBP1 UPR activation, luminescence; percent of tunicamycin response, DMSO as zero | activation, % at 20 µM | AID 463104 | 0.33% of 330,000 active;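 active means versus positive control, 20 µM dose yields 30% or more activation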;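 further: 100% = tunicamycin at 10 µg/mL and 0% = DMSO only wells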
#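 Material: CHO-XBP1 cells stably carrying IRE1-XBP1-driven luciferase reporter | Medium: F12 with 10% serum | Compound dosing: 20 µM single concentration, DMSO 1% | Incubation: Overnight seeding at 37 °C, 6 h compound treatment at 37 °C | Detection: Steady-Glo luminescence read | Read-out basis: % activation of reporter signal versus tunicamycin and DMSO controls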
# An asterisk follows results filed as active.
SMILES,APJ antag,CHOP UPR activ,Jurkat NFkB inh,tim23-1 inh,697 NFkB inh,Mdm2 MdmX PPI,APJ ag,XBP1 UPR activ
O=C(/C=C/c1cccs1)N1CCC2(CC1)Oc1ccc(F)cc1C(=O)C21CC(c2ccc(Cl)cc2)=NO1 (configuration not stated),10,1.0,13,7,6,34,-5,-4
CCOc1ccc(C(=O)NCC(c2cccs2)N(C)C)cc1OCC (configuration not stated),-9,-0.9,8,11,3,-6,-1,-5
CCC(CC)C(=O)N1CC(=O)Nc2ccc(F)cc2C1c1ccc(F)cc1 (configuration not stated),3,1.6,7,18,-13,5,-3,-1
CCS(=O)(=O)N1CCN(c2ncnc3sc(C)c(C)c23)CC1,-19,-1.1,7,9,-2,25,-2,0
CCOc1ccc(S(=O)(=O)/N=C(/Nc2ccc(S(N)(=O)=O)cc2)c2ccccc2)cc1,6,-0.4,-9,-6,-3,7,-3,-1
C=CCc1cc(C)ccc1OCC(O)CN1CCN(c2ccccc2)CC1 (configuration not stated),5,-0.2,-5,2,24,-10,-2,-2
COc1ccc2nc(/C(C#N)=C\c3ccc(Oc4ccc([N+](=O)[O-])cn4)cc3)[nH]c2c1,-19,98*,8,-1,-8,43,9,182*
CCOC(=O)CNC=C(C(=O)OCC)C(=O)OCC,12,-1.2,3,1,18,-22,3,-2
Cc1[nH]c2ccccc2c1C(O)CN1CCC2(CC1)OCCO2 (configuration not stated),11,0.3,25,-16,0,21,0,0
COC(=O)COc1ccc(S(=O)(=O)N2CCN(c3ccccc3F)CC2)cc1,-2,-1.7,-3,4,6,5,9,-2
C=CCOC(=O)COc1ccc2c(C)c(CC)c(=O)oc2c1,-11,-0.5,-7,40,10,7,0,-2
CCn1c(Cc2ccccc2)nnc1SCC(=O)Nc1ccc(N2CCOCC2)c(Cl)c1,21,-0.5,5,1,16,28,-5,1
Cc1ccc(C)c(Oc2coc3cc(OCC(=O)Nc4ccccc4C(C)C)ccc3c2=O)c1,11,-2.2,16,18,-11,21,1,-4
O=c1[nH]c(N2CCCCC2)nc2c1CCCC2,-5,-0.8,-2,-13,-2,4,-4,1
Cc1occc1C(=O)NCc1ccccc1F,-3,-1.0,16,9,14,8,-2,-1
COc1cc([N+](=O)[O-])ccc1NC(=O)COC(=O)c1ccc(NC(N)=O)cc1,10,1.9,7,-25,17,40,-1,-1
CC(=O)c1ccc(N2CCN(C(C)C(=O)NC3CCCc4ccccc43)CC2)cc1 (configuration not stated),6,-1.6,17,27,3,22,-5,-1
Cc1cc(C(=O)N2CCCC(C(=O)c3ccc4ccccc4c3)C2)nn1C (configuration not stated),7,0.5,1,2,27,-2,-7,2
C[C@@H](NC(=O)Cn1ccc(NC(=O)OCc2ccccc2)nc1=O)c1cccc2ccccc12,7,-0.7,-17,-7,-5,20,1,0
CCOc1ccc(S(=O)(=O)N(CC)CC(=O)NCc2ccccn2)cc1C,12,0.3,13,9,8,4,1,-2
CC(=O)C1=C(C)NC(SCC(=O)c2ccc(Cl)c(Cl)c2)=C(C#N)C1c1ccco1 (configuration not stated),-8,3.3,7,29,11,8,-3,2
CCOc1ccc(CN2CCN(Cc3cccc4c3OCO4)CC2CCO)cc1 (configuration not stated),-6,0.7,6,12,15,6,-1,-4
COc1ccc(Cc2nnn(CC(=O)O)n2)cc1,-32,-2.4,-13,-17,13,-6,-2,3
Cc1ccc(S(=O)(=O)N2CCC(C(=O)Nc3ccccc3N3CCCCC3)CC2)cc1C,18,-0.1,30,-12,-15,14,3,-3
O=C(OC(C(=O)NCc1cccs1)c1ccccc1F)c1ccco1 (configuration not stated),4,-1.6,-15,13,-8,-1,-3,3
COCCNC(=O)C(c1ccc(O)cc1)N(Cc1ccccc1)C(=O)CCC(=O)Nc1ccccn1 (configuration not stated),-4,-0.9,-18,17,-8,2,-6,1
CC1=CSC2=NC(=O)/C(=C/c3cccc(OC(=O)c4ccco4)c3)C(=N)N12,-4,2.3,-20,40,0,11,0,5
COC(=O)c1c(C)[nH]c(C(=O)NCc2ccco2)c1C,-2,2.1,4,5,-9,-7,0,0
Cc1ccc(NC(=O)CN(C)S(=O)(=O)c2cccc3nsnc23)cc1Cl,11,-0.9,11,22,2,22,2,-2
CC(NC(=O)c1ccccc1)c1nc2ccccc2n1Cc1ccccc1F (configuration not stated),15,-1.2,4,26,1,31,-8,-3
O=C(Nc1cccc(C(=O)N2CCOCC2)c1)c1cncc(Br)c1,3,-2.4,-8,10,10,13,-1,-3
CC(NC(=O)c1ccnn1C)C1CCCO1 (configuration not stated),12,0.9,0,-5,6,15,-3,0
CC1=NN(C(C#N)c2ccc(F)cc2)C(C)(C)C1 (configuration not stated),-1,1.2,9,-5,11,-17,-3,1
CCS(=O)(=O)N1CCN(C(=O)CC(C)C)CC1,-9,0.8,0,9,9,-2,3,-2
Cc1ccc(C(=O)c2c[nH]cc2-c2ccccc2)cc1,2,0.9,-7,18,-5,25,4,2
CN(C)CCCN(C(=O)COc1ccccc1)c1nc2cc3c(cc2s1)OCO3,38,-0.9,-22,14,-52,-10,4,-3
COc1ccc(-c2n[nH]c3c2C(c2ccc(OC)c(OC)c2)N(c2ccccc2)C3=O)cc1 (configuration not stated),12,1.6,-14,29,-11,-4,0,4
CCc1ccc2nc(N(CCCN(C)C)C(=O)c3ccc(S(=O)(=O)N4CCCC4)cc3)sc2c1,14,0.8,-18,7,-20,28,-1,0
Cc1cccc(C)c1Oc1nc(-c2ccccc2)ncc1S(=O)(=O)c1ccccc1,13,-2.5,5,11,-4,52*,1,-3
Cc1ccnc(SCC(=O)N2CCN(c3ccccc3)CC2)n1,-6,-0.9,-1,13,-1,20,-3,-2
COc1ccc(S(=O)(=O)N2CCN(c3ccccc3)CC2)cc1,11,-0.6,23,31,11,19,-1,-4
Cc1ccc(C(=O)Nc2ccc(F)cc2)o1,10,1.3,-14,6,-13,-12,1,1
CCO[C@H]1OC(C(=O)N2CCN(Cc3ccc4c(c3)OCO4)CC2)=C[C@@H](C2CCCCC2)[C@@H]1CCCO,-55,1.9,-3,18,-3,33,0,3
CS(=O)(=O)Nc1ccc(C(=O)CC(=O)Nc2ccc([N+](=O)[O-])cc2)cc1,23,1.7,-1,10,2,15,-5,-2
COc1ccc(CCNC(=O)CSc2ccc(NC(C)=O)cc2)cc1OC,4,-0.6,-3,-1,5,10,-3,-3

# Whole records, quoted from the list. Screens in order: APJ antag | CHOP UPR activ | Jurkat NFkB inh | tim23-1 inh | 697 NFkB inh | Mdm2 MdmX PPI | APJ ag | XBP1 UPR activ
# COCCNC(=O)C(c1ccc(O)cc1)N(Cc1ccccc1)C(=O)CCC(=O)Nc1ccccn1 (configuration not stated) is listed as -4 | -0.9 | -18 | 17 | -8 | 2 | -6 | 1
# CCOc1ccc(CN2CCN(Cc3cccc4c3OCO4)CC2CCO)cc1 (configuration not stated) is listed as -6 | 0.7 | 6 | 12 | 15 | 6 | -1 | -4

# Reformatted with values under each structure: part of the list above.
# Below each SMILES – APJ antag, CHOP UPR activ, Jurkat NFkB inh, tim23-1 inh, 697 NFkB inh, Mdm2 MdmX PPI, APJ ag, XBP1 UPR activ
- CC(NC(=O)c1ccnn1C)C1CCCO1 (configuration not stated)
→ 12, 0.9, 0, -5, 6, 15, -3, 0
- Cc1ccc(C(=O)Nc2ccc(F)cc2)o1
→ 10, 1.3, -14, 6, -13, -12, 1, 1
- O=C(Nc1cccc(C(=O)N2CCOCC2)c1)c1cncc(Br)c1
→ 3, -2.4, -8, 10, 10, 13, -1, -3
- CC1=NN(C(C#N)c2ccc(F)cc2)C(C)(C)C1 (configuration not stated)
→ -1, 1.2, 9, -5, 11, -17, -3, 1

# Continued.
SMILES,APJ antag,CHOP UPR activ,Jurkat NFkB inh,tim23-1 inh,697 NFkB inh,Mdm2 MdmX PPI,APJ ag,XBP1 UPR activ
CC(=O)Nc1ccc(-c2ccc(NC(C)=O)cc2)cc1,12,-0.4,-13,1,-8,0,-2,1
COc1ccc(OCC(O)CN2C(=O)c3ccccc3C2=O)cc1 (configuration not stated),19,5.1,7,8,9,-1,-2,-1
S=C(Nc1cccnc1)N1CCCCC1,-17,-0.7,-1,-1,4,4,-5,-3
Cc1nnc(SCc2nc3ccccc3s2)n1N,-2,4.0,-84,4,-99,-47,-3,4
CCCNC(=O)c1cc(SC)ccc1Cl,4,-0.5,-4,1,12,-19,-4,-2
CCC(=O)N1c2ccc(S(=O)(=O)N3CCN(C)CC3)cc2CC1C (configuration not stated),6,1.1,10,8,-5,1,-2,-4
CCOC(=O)/C(C#N)=C/Nc1ccsc1C(=O)OC,-5,-0.9,-16,-8,3,12,1,1
Cn1c(=O)c2c(nc(SCC(=O)c3ccccc3F)n2C)n(C)c1=O,-5,-1.1,0,-4,13,-7,-3,-3
O=C(c1ccc(F)cc1)N1C2CCC1CC(O)(c1ccccc1F)C2 (configuration not stated),3,0.1,15,6,19,-4,2,-2
Cc1ccc(NC(=O)C2C3C=CC4(CN(Cc5cccnc5)C(=O)C24)O3)cc1 (configuration not stated),35,4.9,-52,5,-42,-10,-4,2
NS(=O)(=O)c1cccc(NC(=S)NC(=O)c2cccc([N+](=O)[O-])c2)c1,21,-1.2,-11,16,-15,-46,-6,-1
Cc1ccccc1S(=O)(=O)NCC1CCCO1 (configuration not stated),14,-0.6,2,17,12,18,-1,-3
CSc1nnc(-c2cc[n+](C)cc2)n1CCO,-9,-2.2,8,19,2,1,3,-2
CC(=O)N1C(=O)C(=C2C=C(C)OC(C)=C2)c2ccccc21,12,-0.2,0,11,0,-8,-3,-2
Cc1ccc2nc3c(cc(C(=O)NC4CCCCC4)c(=N)n3C3CCCCC3)c(=O)n2c1,11,4.4,4,27,13,35,1,3
CC1(C)CC(NCCC(c2ccccc2)c2ccco2)CCO1 (configuration not stated),4,0.5,6,7,15,5,-2,1
Cc1ccc(C)c(OCCn2cc(/C=C(\C#N)C(=O)NCC3CCCO3)c3ccccc32)c1 (configuration not stated),5,-2.4,-5,25,-15,16,-1,-4
C=CCNC(=O)CN1CCC(O)(c2ccccc2)CC1,13,-1.2,8,16,3,-20,0,-1
CCN(CC)S(=O)(=O)c1ccc(N2CCCC2)c(NC(=O)CC(C)(C)C)c1,-7,-3.1,-3,18,9,8,-2,-3
COc1ccc(NC2CCCN(C(=O)CCC(=O)c3ccc(F)cc3)C2)cc1 (configuration not stated),-37,5.7,-15,7,-30,1,-4,1
COc1cc(/C=N/Nc2nc3ccccc3o2)cc(OC)c1O,-19,-0.8,-9,-19,14,-7,3,2
CNC(=O)N1CCC(C(=O)c2c(C)c(C)c(C)c(C)c2C)CC1,-13,2.9,-6,4,-1,-18,1,0
Cc1ccc(NC(=O)c2cc(-c3ccccc3)nn2-c2ccccc2)c(Br)c1,0,1.8,-7,11,0,13,-4,-2
COc1cccc(NC(=S)Nc2cccc3ccccc23)c1,-132,4.4,-70,33,-112,-93,19,12
CCCNC(=S)N1CC2(C)CN(C(=O)C(=O)OCC)CC(C)(C1)C2=O,-3,-0.1,13,-7,14,11,-4,1
COc1cc(N=C(N)N=C(N)N)cc(OC)c1,5,-2.1,-6,3,-1,7,1,-2
O=C(Nc1ccc(Cl)cc1F)c1ccc(-n2cncn2)cc1,5,4.0,-41,3,2,18,3,4
Cc1cccc(N2CCN(C(=O)CNC(=O)C3CCCCC3)CC2)c1C,-7,5.5,-1,7,-51,-1,-1,-1

# Source: PubChem BioAssay
